HIF act = HIF pathway transcriptional activation. 300,000 tested, 0.32% active. U2OS HRE-luciferase reporter, luminescence; normalized: DMSO 0%, desferrioxamine 100%. AID 1910. activation, % at 7.5 µM (by protocol);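 active means mean activation of at least 10% of the iron chelator positive control signal, with at least half of replicates also reaching 10%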
TRPC4 block = blocks the mouse TRPC4 cation channel. Q9QUQ5. HEK293 TRPC4beta/mu-opioid, DAMGO-evoked Fluo4 calcium flux; active compounds read low. B-score at 10 µM. 300,000 tested, 0.39% active;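 active means B-score over 3 SD under the library average, no early fluorescence shift, positive overall ratio signal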
Target sequence (Q9QUQ5 whole entry, looked up): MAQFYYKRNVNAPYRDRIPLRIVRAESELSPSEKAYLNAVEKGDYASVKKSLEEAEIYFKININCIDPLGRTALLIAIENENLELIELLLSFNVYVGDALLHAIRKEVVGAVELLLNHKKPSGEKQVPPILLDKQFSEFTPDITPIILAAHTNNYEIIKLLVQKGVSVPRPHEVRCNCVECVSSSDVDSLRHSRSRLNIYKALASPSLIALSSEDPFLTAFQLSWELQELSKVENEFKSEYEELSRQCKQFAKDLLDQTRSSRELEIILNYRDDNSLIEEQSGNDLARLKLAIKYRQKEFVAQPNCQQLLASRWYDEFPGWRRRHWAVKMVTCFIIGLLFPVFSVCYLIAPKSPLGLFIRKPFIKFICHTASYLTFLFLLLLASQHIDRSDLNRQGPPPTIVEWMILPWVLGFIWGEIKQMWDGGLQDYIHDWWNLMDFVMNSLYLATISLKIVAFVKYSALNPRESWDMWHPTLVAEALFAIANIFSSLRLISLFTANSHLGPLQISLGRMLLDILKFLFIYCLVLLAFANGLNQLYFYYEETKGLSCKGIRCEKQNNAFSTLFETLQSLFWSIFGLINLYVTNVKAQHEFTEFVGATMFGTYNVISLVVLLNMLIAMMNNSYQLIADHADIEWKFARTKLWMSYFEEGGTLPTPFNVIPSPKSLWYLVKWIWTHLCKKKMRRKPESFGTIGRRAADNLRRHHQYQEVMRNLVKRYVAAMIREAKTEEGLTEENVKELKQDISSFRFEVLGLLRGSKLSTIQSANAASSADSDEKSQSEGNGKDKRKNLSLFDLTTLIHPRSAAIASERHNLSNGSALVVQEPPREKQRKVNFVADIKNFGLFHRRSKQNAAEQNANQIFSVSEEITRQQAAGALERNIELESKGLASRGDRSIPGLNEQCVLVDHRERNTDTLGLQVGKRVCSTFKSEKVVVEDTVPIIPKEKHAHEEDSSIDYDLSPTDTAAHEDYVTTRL
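Material: HEK293 cells with stable TRPC4beta plus mu-opioid receptor expression / Probe or stimulus: DAMGO in two steps, submaximal then maximal / Compound: single concentration per test compound / Technique: kinetic Fluo4 fluorescence imaging of calcium influx / Read-out: per-well B score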
MrgX1 agonist = agonists of human MrgX1 receptor; B-score at 10 µM; MrgX1-HEK293 cells, Fluo-4 calcium fluorescence, agonist mode; active compounds read high; 310,000 tested, 0.44% active; AID 588627;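 active means calcium response B-score plate-corrected fluorescence ratio at least 3 library SD, with starting fluorescence B-score inside 5 SD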
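Material: MrgX1-expressing HEK293 cells / Dosing: compound as first of three additions / Incubation: overnight seeding, then 1 h dark dye loading / Signal: Fluo-4 NW calcium fluorescence / Evaluation: B-scored fluorescence response ratio / Benchmarks: positive and negative control wells on each plate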
RGS4 inh = inhibitors of human RGS4; 310,000 tested, 0.45% active; B-score at 10 µM; HEK293 M3R/RGS4 inducible, Fluo-4 calcium flux; active compounds read high; triggered by carbachol at its EC20; P49798;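 active means B-score, a plate-corrected calcium signal, over three deviations above library mean, with baseline fluorescence within five deviations of library mean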;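 further: RGS4 expression induced by doxycycline in cells with stable M3 receptor; B-score is computed from the integrated fluorescence ratio over baseline after carbachol; higher B-score means a larger calcium signal and so more RGS4 inhibition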
MrgX1 antagonist = human MrgX1 receptor antagonism, primary screen | Q96LB2 | 310,000 tested, 1.3% active | B-score at 10 µM | MRGX1-HEK293 calcium flux, Fluo-4, BAM8-22 antagonism; active compounds read low;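 active means calcium-response B-score plate-corrected more than 3 library SD below zero, starting fluorescence within 5 deviations, no agonist response on first addition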;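 further: peak minus trough fluorescence over baseline after final BAM8-22 challenge near maximal dose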
TRPC6 inh = blocks the mouse TRPC6 cation channel; 310,000 tested, 1.1% active; B-score at 10 µM; HEK293-TRPC6, membrane potential dye, ACh-evoked depolarization; active compounds read low;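 active means B-score under library mean minus 3 SD, initial fluorescence not abnormally high, positive integrated signal ratio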;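 further: B-score derived from integrated fluorescence ratio over the kinetic read; more negative B-score means stronger inhibition of depolarization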
MrgX1 allo act = allosterically activates human MrgX1 receptor signaling; MrgX1-HEK293, Fluo-4 calcium flux, FDSS; active compounds read high; B-score at 10 µM; 310,000 tested, 0.63% active; Q96LB2;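 active means plate-corrected calcium response at least 3 library SD above typical, normal starting fluorescence, not activating the receptor alone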;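 further: compound read alongside a low EC10 to EC30 dose of BAM8-22 agonist; peak minus trough fluorescence over baseline measured at the second addition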
SKKanGAS inh = SKKanGAS growth inhibition | inhibition, % at 7.5 µM | S. pyogenes SKKanGAS, kanamycin growth, BacTiter-Glo, 6 h | 300,000 tested, 1.3% active | AID 1662;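 active means mean replicate score, as percent of positive control median, at least 50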;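 further: strain carries kanamycin resistance gene driven by streptokinase promoter and grows in 40 µg/ml kanamycin; loss of luminescence reflects streptokinase promoter inhibition or plain growth inhibition; 0% = median of DMSO wells and 100% = positive control at its reference dose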
Platelet DG rel = modulates dense granule release in human platelets; human platelet-rich plasma, SFLLRN dense granule ATP release, luminescence; 300,000 tested, 0.22% active; AID 1663; inhibition, %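 (compounds screened at 7.5 µM in platelet-rich plasma)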;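 active means mean replicate score, as percent of positive control, at or above 50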
RGS4 act = potentiators or activators of RGS4; HEK293 M3R/inducible RGS4, carbachol calcium flux Fluo4; active compounds read low; B-score at 10 µM; 310,000 tested, 0.92% active; AID 463111;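 active means B-score of the integrated calcium signal more than 4 SD below the library mean, with starting fluorescence not abnormally high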;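 further: negative B-score means reduced calcium response which marks RGS4 activation or potentiation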
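Reagent: ECmax carbachol challenge; Test system: M3R-expressing HEK293 line, RGS4 induced by doxycycline; Schedule: overnight RGS4 induction, 30 min dye load 37 °C, 20 min compound RT; Detection: calcium dye Fluo4 fluorescence; Read-out: Agonist-evoked peak-minus-minimum fluorescence over baseline, integrated ratio, B score.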
TRPC6 act = activates the mouse TRPC6 cation channel. HEK293-TRPC6 membrane potential dye fluorescence; active compounds read high. Q61143. 310,000 tested, 0.13% active. B-score at 10 µM;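 active means B-score of the integrated fluorescence ratio above library mean plus 3 SD, and starting fluorescence ratio within library mean plus 5 SD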;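 further: higher score means more depolarization so channel activation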
The depositor's hits bear a star; i = inactive; nt = not tested or not shown. Random draw from the library. Share with any hit: about 6.1%.

SMILES	HIF act	TRPC4 block	MrgX1 agonist	RGS4 inh	MrgX1 antagonist	TRPC6 inh	MrgX1 allo act	SKKanGAS inh	Platelet DG rel	RGS4 act	TRPC6 act
COc1ccc(CNC(=O)CCNS(=O)(=O)c2cccc3nsnc23)cc1	0.0	i	i	i	i	i	i	-1	8	i	i
CCOc1ccc(Nc2cc(C)nc3ccc(C)cc23)cc1	-0.9	i	i	i	i	-6.4*	i	21	0	i	i
O=C(CSc1nnc(C2CC2)n1CC1CCCO1)Nc1cccc(Cl)c1 (stereo not drawn)	-1.3	i	i	i	i	i	i	-1	7	i	i
O=C(COC(=O)c1ccc(Br)o1)Nc1nc2c(F)c(F)c(F)cc2s1	0.2	i	i	i	i	i	i	-5	42	i	i
COc1ccc(C(=O)c2c(C)c(CCC#N)n3ccccc23)c(OC)c1	0.0	i	i	i	i	i	i	-1	-2	i	i
CC(=O)Nc1ccc(S(=O)(=O)Nc2cccc(-c3ccc4nncn4n3)c2)cc1	0.0	i	i	i	i	i	i	2	1	i	i
CCn1c(SCC(=O)NC2CCCCC2)nc2ccccc2c1=O	-0.1	i	i	i	i	i	i	15	-10	i	i
COCCn1c(SCC(=O)NC(C)c2ccccc2)nc2ccccc21 (stereo not drawn)	-0.1	i	i	i	i	i	i	-14	-8	i	i
O=C(O)C1C2C=CC3(O2)C1C(=O)N1c2ccccc2C2OCCC2C13 (stereo not drawn)	-0.2	i	i	i	i	i	i	-3	-3	i	i
N#Cc1cc(C(=O)c2cc(F)ccc2O)cn(-c2nccs2)c1=O	-0.7	i	i	i	i	i	i	15	-2	i	i
O=C(N/C(=C/c1ccc([N+](=O)[O-])cc1)C(=O)N1CCCC1)c1ccccc1	0.7	i	i	i	i	i	i	-6	-2	i	i
Cc1ccccc1CN1CCC(N2CCC(C(=O)NCC3CCCO3)CC2)CC1 (stereo not drawn)	-0.5	i	i	i	i	i	i	1	8	i	i
NNc1nc2c(Cl)ccc(Cl)c2s1	0.3	i	i	i	i	i	i	4	-12	i	i
C/C(=C\C(=O)c1ccccc1)Nc1ccc2c(c1)OCO2	1.4	i	i	i	i	i	i	3	-10	i	i
CN(c1ccccc1)S(=O)(=O)c1nnc(NC(=O)COc2ccccc2F)s1	0.0	i	i	i	i	i	i	35	5	i	i
Cc1cc(C)c(NC(=S)N(C)C)c(C)c1	-0.4	i	i	i	i	i	i	-3	-1	i	i
CNC(=O)c1c(NC(=O)c2ccc(S(=O)(=O)N3CC(C)OC(C)C3)cc2)sc2c1CCN(C(C)C)C2 (stereo not drawn)	-0.2	i	i	i	i	i	i	3	22	i	i
CNC(=O)c1ccccc1F	-0.9	i	i	i	i	i	i	4	nt	i	i
COc1ccc(Cl)cc1NC(=O)CNc1ccc(F)cc1C	0.2	i	i	i	i	i	i	4	-12	i	i
O=C(c1ccco1)N1CCN(c2nc(C(F)(F)F)nc3c2nnn3Cc2ccccc2)CC1	0.5	i	i	i	i	i	i	22	9	i	i

A section of the results above, as a working copy:
SMILES	HIF act	TRPC4 block	MrgX1 agonist	RGS4 inh	MrgX1 antagonist	TRPC6 inh	MrgX1 allo act	SKKanGAS inh	Platelet DG rel	RGS4 act	TRPC6 act
Cc1ccccc1CN1CCC(N2CCC(C(=O)NCC3CCCO3)CC2)CC1 (stereo not drawn)	-0.5	i	i	i	i	i	i	1	8	i	i
NNc1nc2c(Cl)ccc(Cl)c2s1	0.3	i	i	i	i	i	i	4	-12	i	i
C/C(=C\C(=O)c1ccccc1)Nc1ccc2c(c1)OCO2	1.4	i	i	i	i	i	i	3	-10	i	i
CN(c1ccccc1)S(=O)(=O)c1nnc(NC(=O)COc2ccccc2F)s1	0.0	i	i	i	i	i	i	35	5	i	i
Cc1cc(C)c(NC(=S)N(C)C)c(C)c1	-0.4	i	i	i	i	i	i	-3	-1	i	i
CNC(=O)c1c(NC(=O)c2ccc(S(=O)(=O)N3CC(C)OC(C)C3)cc2)sc2c1CCN(C(C)C)C2 (stereo not drawn)	-0.2	i	i	i	i	i	i	3	22	i	i

Remaining list, next part
SMILES	HIF act	TRPC4 block	MrgX1 agonist	RGS4 inh	MrgX1 antagonist	TRPC6 inh	MrgX1 allo act	SKKanGAS inh	Platelet DG rel	RGS4 act	TRPC6 act
C=CCN1C(=O)c2ccccc2Sc2ccc(C(=O)NC(C)C)cc21	0.0	i	i	i	i	i	i	0	2	i	i
COc1ccc(NC(=O)c2ccc(NC(=O)c3ccncc3)cc2)cc1	-0.4	i	i	i	i	i	i	1	-1	i	i
COc1cc(-c2nnc(COC(=O)c3cccn3C)o2)cc(OC)c1OC	0.1	i	i	i	i	i	i	-10	-7	i	i
CCNC(=O)N1c2ccccc2Sc2ccccc21	-0.2	i	i	i	i	i	i	3	2	i	i
Cn1c(NCCCO)nc2ccccc21	0.0	i	i	i	i	i	i	3	3	i	i
CNC(=S)N1C2CCCC1CC(NC(=O)c1ccc(F)cc1)C2 (stereo not drawn)	0.4	i	i	i	i	i	i	-2	3	i	i
C=CCNC(=O)c1cn(CC)c2cc(N3CCN(C(=O)c4ccco4)CC3)c(F)cc2c1=O	-0.8	i	i	i	i	i	i	17	0	i	i
COc1cccc(CC(=O)OC(C)C(=O)Nc2ccc(N3CCOCC3)cc2)c1 (stereo not drawn)	0.4	i	i	i	i	i	i	-3	8	i	i
CCN(CC(=O)Nc1ccc(NC(C)=O)cc1)CC(=O)Nc1ccccc1C(=O)c1ccccc1	-1.0	i	i	i	i	i	i	2	-1	i	i
Cc1cc(C)n2c(SCCC(C)C)nnc2n1	-0.1	i	i	i	i	i	i	4	-4	i	i
CCOC(=O)c1sc2nc3c(SCC(=O)O)cc(C(=O)c4ccccc4O)cn3c(=O)c2c1C	0.2	i	i	i	i	i	i	5	-1	i	i
COc1cc(/C=C2\SC(=S)N(CCC(=O)Nc3ccccc3O)C2=O)cc(OC)c1OC	-7.0	i	i	i	i	i	i	33	-5	i	i
Cc1nnsc1S(=O)c1ccc(F)cc1 (stereo not drawn)	0.2	i	i	i	i	i	i	0	-13	i	i
CC(C)(C)CC(=O)Nc1nnc(SCC(=O)NC2CCCCC2)s1	0.5	i	i	i	i	i	i	1	2	i	i
COc1cc2ccccc2cc1C(=O)NCC(c1cccs1)N(C)C (stereo not drawn)	4.2	i	i	i	i	i	i	7	1	i	i
Cc1cnc(C(=O)OCC(=O)Nc2cc(-c3ccccc3)nn2-c2ccccc2)cn1	-1.3	i	i	i	i	i	i	4	9	i	i
O=C(O)C1CCN(C(=O)c2ccccc2C(=O)N2CCC(C(=O)O)CC2)CC1	nt	i	i	i	i	i	i	-13	-14	i	i
O=C(/C=C/c1ccccc1Cl)Nc1cccc(O)c1	0.1	i	i	i	i	i	i	-11	39	i	i
Cc1ccc(CNC(=O)/C=C/c2ccc(S(=O)(=O)N3CCOCC3)cc2)cc1	-0.1	i	i	i	i	i	i	4	-8	i	i
O=C(O)CCc1ccc(-c2ccccc2)n1CC(=O)Nc1cccc(C(F)(F)F)c1	-0.6	i	i	i	i	i	i	0	-6	i	i
COc1ccc(C(=O)O/N=C(\N)c2ccccc2)cc1OC	3.1	i	i	i	i	i	i	-4	0	i	i
O=C(CSC1=NCCS1)N1CCOCC1	-0.2	i	i	i	i	i	i	-1	5	i	i
O=C(Nc1cccc(C(F)(F)F)c1)c1cnc2n(c1=O)CCS2	0.3	i	i	i	i	i	i	2	-3	i	i
CC(=O)/C(N=Nc1cc(C)ccc1O)=C(\C)O	-0.5	i	i	i	i	i	i	5	-2	i	i
COc1ccc2cc(C(=O)NCCCN3CCCC3=O)[nH]c2c1	0.5	i	i	i	i	i	i	4	-1	i	i
Cc1cccc(N2C(=O)CC(SC(=Nc3ccccc3)Nc3ccccc3)C2=O)c1 (stereo not drawn)	-0.1	i	i	i	i	i	i	2	-2	i	i
CCOC(=O)c1cccc(NC(=O)CN(c2ccc(C)cc2)S(=O)(=O)c2c(C)noc2C)c1	-0.4	i	i	i	i	i	i	2	2	i	i
COCCCNC(=O)c1oc2ccc(S(=O)(=O)N(C)C3CCCCC3)cc2c1C	-1.1	i	i	i	i	i	i	-28	-2	i	i
CCOC(=O)C1(Cc2ccccc2)CCN(Cc2ccc3c(c2)OCCO3)CC1	0.8	i	i	i	i	i	i	-3	2	i	i
O=C(/C=C/c1cccc([N+](=O)[O-])c1)NCCN1C(=O)S/C(=C\c2ccc(F)cc2)C1=O	2.0	i	i	i	i	i	i	0	14	i	i
COc1ccc2c(c1)c(=O)oc1c(C)c(OCc3cc(C(=O)O)oc3C)ccc12	-1.1	i	i	i	i	i	i	35	-3	i	i
O=C(NCCc1ccc(Cl)cc1Cl)c1cccnc1	-0.1	i	i	i	i	i	i	0	6	i	i
O=C1CN=C(Nc2ccc(Cl)cc2)N1c1ccccc1	0.0	i	i	i	i	i	i	-18	-7	i	i
O=C(N/N=C/c1ccco1)c1cc(-c2cccc(Br)c2)nc2ccccc12	0.2	i	i	i	i	i	i	4	0	i	i
CN(CC(=O)Nc1c(Cl)cccc1Cl)C(=O)C1=COCCO1	-0.9	i	i	i	i	i	i	3	5	i	i
Cc1nn(C)cc1CNC(=O)c1cccc(Cl)c1	-0.2	i	i	i	i	i	i	-12	7	i	i
CC[C@H](C)/C=C(C)/C=C/C(=O)Cc1cc(O)c(C)c(O)c1C=O	-0.1	i	i	i	i	i	i	11	6	i	i
COc1cc(C(=O)NCC(=O)N/N=C(/C)c2cccs2)cc(OC)c1OC	-0.2	i	i	i	i	i	i	-8	1	i	i
COCCNC(=S)N/N=C(\C)c1cccc([N+](=O)[O-])c1	-0.7	i	i	i	i	i	i	-7	8	i	i
CN(C)S(=O)(=O)c1ccc(C(=O)NCc2cccs2)cc1	-0.1	i	i	i	i	i	i	3	9	i	i
Cc1ccc(SCCN2CCC(O)CCC2=O)cc1 (stereo not drawn)	-1.4	i	i	i	i	i	i	-1	2	i	i
